Source: PubChem BioAssay (several laboratories)
SKKanGAS inh: blocks kanamycin growth of S. pyogenes SKKanGAS strain; 1.3% of 300,000 active; BacTiter-Glo, 6 h; inhibition, % at 7.5 µM;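 active = mean replicate score, as percent of positive control median, at least 50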;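 also: strain carries kanamycin resistance gene driven by streptokinase promoter and grows in 40 µg/ml kanamycin; loss of luminescence reflects streptokinase promoter inhibition or plain growth inhibition; 0% = median of DMSO wells and 100% = positive control at its reference dose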
HSP90 inh: inhibitors of HSP90 luciferase refolding in rabbit reticulocyte lysate; luciferase refolding luminescence, 3 h; inhibition, % at 5.6 µM; 0.91% of 290,000 active; AID 1789;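 active = inhibition above the screen-wide mean plus 3 SD, computed separately per campaign, cut at about 16% in these data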;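 also: 0% = DMSO wells and 100% = 60 µM geldanamycin wells; inhibitors lower the luminescence because luciferase stays unfolded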
HIF activator: HIF pathway transcriptional activation | U2OS HRE-luciferase reporter, luminescence; normalized: DMSO 0%, desferrioxamine 100% | activation, % at 7.5 µM (by protocol) | 0.32% of 300,000 active | AID 1910;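 active = mean activation of at least 10% of the iron chelator positive control signal, with at least half of replicates also reaching 10%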
AI-2 QS mod: Vibrio harveyi AI-2 quorum sensing modulation. Vibrio harveyi JMH597 AI-2 luminescence/OD600 ratio, 9 h; stronger effect = lower value; strain lacks LuxN and CqsS sensors; 0 = neutral-control median. activity change, % at 7.5 µM. 0.4% of 300,000 active. AID 2094; in the data active = activity change below about -75%, passing the limit was not always enough;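 also: luminescence divided by OD600 gain over 9 h not by final OD600 alone; inactives centre near 13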
HSF1 inhib: HSF1 inhibition; NIH3T3-HGL HSE-luciferase, MG132-induced, luminescence 8 h; stronger effect = lower value; activity change, negative = inhibition, % at 7.5 µM (by protocol); 0.77% of 300,000 active;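 active = more than half of replicate wells show activity change below -50%, luminescence cut by over half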;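 also: luciferase reports HSF-1 transcriptional activity via heat shock element; 0% = median of DMSO wells and -100% = zero luminescence signal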
aSyn 5UTR inh: 5' untranslated region of α-synuclein, MLPCN primary screen | alpha-synuclein 5'UTR reporter, inhibitor activity | inhibition, % (tested at 7.5 µM) | 0.82% of 300,000 active | AID 1813; in the data active = inhibition above about 60%;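 also: H4 neuroglioblastoma cells stably carrying SNCA 5'UTR luciferase fusion; 0% = DMSO wells and 100% = positive control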
KLF5 inhibitor: kruppel-like factor 5 inhibition. DLD-1 KLF5 promoter-luciferase reporter, luminescence. AID 1700. 0.23% of 290,000 active. inhibition, % at 5 µM;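 active = inhibition above a per-plate limit of that plate's mean compound inhibition plus 3 SD, cut at about 60% in these data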;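 also: 0% = DMSO wells and 100% = LY294002 at 200 µM; higher means less KLF5 promoter-driven luciferase light; inactives centre near -14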
Platelet DG rel: platelet dense granule release activity. inhibition, %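 (compounds screened at 7.5 µM in platelet-rich plasma)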. human platelet-rich plasma, SFLLRN dense granule ATP release, luminescence. AID 1663. 0.22% of 300,000 active;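 active = mean replicate score, as percent of positive control, at or above 50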
HSF-1 act: increases HSF-1 driven luciferase reporter signal; NIH3T3-HGL HSF-1 luciferase reporter, MG132, 8 h; 100% = twice DMSO control signal; activation, % at 9 µM; 1.7% of 300,000 active; AID 504408;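 active = mean replicate activation of at least 50% with a set share of replicates each reaching 50%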;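 also: 0% = median of the neutral control wells and 100% = twice that signal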
IEC-6 tox: IEC-6 cytotoxicity, counter-screen for KLF5 inhibitors. luminescence viability. inhibition, % at 5 µM. 0.78% of 290,000 active. AID 1825; in the data active = inhibition above about 22%;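 also: 0% = plate median of test compound wells and 100% = cytotoxic reference compound wells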
An asterisk follows results filed as active; x = not tested or not shown.

entry	SMILES	SKKanGAS inh	HSP90 inh	HIF activator	AI-2 QS mod	HSF1 inhib	aSyn 5UTR inh	KLF5 inhibitor	Platelet DG rel	HSF-1 act	IEC-6 tox
1	CCCC(C)C1(CC)C(=O)NC(=Nc2ccc(OC)cc2)NC1=O (stereo unspecified)	11	-5	-0.4	10	5	10	-16	-1	6	4
2	COc1ccccc1N1CCN(Cc2ccccc2F)CC1	2	3	-0.3	15	-3	26	2	-5	14	2
3	Nc1c(C(=O)NCC2CCCO2)c2nc3ccccc3nc2n1Cc1ccco1 (stereo unspecified)	6	1	-0.1	31	14	27	-16	-15	9	-7
4	CN(C)C(=O)NC(O)C(Cl)(Cl)Cl (stereo unspecified)	-15	5	0.5	1	x	-6	-10	-2	x	-3
5	O=C(CNS(=O)(=O)c1cccs1)N1CCC2(CC1)OCCO2	-2	-2	0.9	8	-1	-32	-49	5	7	-1
6	COc1ccc(-n2c(=O)[nH]c3ccccc3c2=O)c(OC)c1	1	-2	-0.6	16	-2	9	-16	3	1	-6
7	CC1CCC(N2CCN(C(=O)COc3ccccc3)CC2)CC1 (stereo unspecified)	-10	-5	-4.5	x	-3	2	15	-2	19	0
8	Cc1cc(C(=O)N=Nc2c(O)n(C)c3ccccc23)c(C)o1	3	-6	2.3	6	31	-180	10	8	80*	-2
9	Cc1sc2c(c1C)C(c1ccc(C(C)(C)C)cc1)=NCC(=O)N2CC(=O)Nc1nccs1	10	2	-0.6	46	-3	14	-17	2	25	6
10	O=C1NC(=O)N(c2ccccc2)C(=O)/C1=C/c1ccc2c(c1)Cc1ccccc1-2	-5	-4	-0.1	8	-1	-16	-6	6	5	0
11	C=CCN1C(=O)c2ccccc2Sc2ccc(C(=O)N3CCC4(CC3)OCCO4)cc21	7	-1	-0.6	5	4	0	-28	22	17	-4
12	CCN1CCN(c2ccc([N+](=O)[O-])cc2C=C2C(=O)NC(=O)NC2=O)CC1	-3	-2	24*	28	-8	9	-17	-15	0	-2
13	Cc1ccc2c(c1)=NC(=O)/C(=C/c1c(O)[nH]c(=O)[nH]c1=O)C=2	-9	1	-0.2	24	3	15	11	6	7	5
14	CCCC(C)C1(CC)C(=O)NC(=Nc2ccccc2)NC1=O (stereo unspecified)	-1	5	-0.8	17	2	-4	22	-2	5	4
15	Cn1c(O)c(C(c2ccccn2)c2c(O)n(C)c(=S)[nH]c2=O)c(=O)[nH]c1=S	-5	0	-0.3	6	-8	0	-32	6	-7	-3
16	COc1ccc(CC(C)NCCC(c2ccccc2)c2ccccc2)cc1 (stereo unspecified)	-7	1	1.3	19	6	-16	-2	-3	3	4
17	Cc1ccc(-n2c(C)cc(/C=C3/C(=O)NC(=O)N(C)C3=O)c2C)cc1	4	-2	-0.3	23	-4	-5	0	-2	-2	-2
18	CCCC/C(C)=C/[C@@H](NP(=O)(c1ccccc1)c1ccccc1)c1ccccc1	73*	2	0.0	13	16	12	-13	7	45	-1
19	CC1(C)CSC(=NCc2ccccc2)N1	7	3	0.8	7	6	-3	-8	3	18	-1
20	O=c1c2ccccc2nc(/C=C/c2ccccc2O)n1-c1ccccc1O	17	0	-2.1	11	20	-12	-38	5	22	-2

Next section
entry	SMILES	SKKanGAS inh	HSP90 inh	HIF activator	AI-2 QS mod	HSF1 inhib	aSyn 5UTR inh	KLF5 inhibitor	Platelet DG rel	HSF-1 act	IEC-6 tox
21	COc1ccc(OC)c(NP(=O)(Oc2ccc(Cl)cc2)Oc2ccc(Cl)cc2)c1	20	0	-0.7	3	7	-10	-1	8	12	1
22	CC1=C(C(=O)O)N2C(=O)[C@@H](NC(=O)CCCC(=O)O)[C@H]2SC1	3	-3	-0.3	21	-4	-9	-16	-6	1	-9
23	Cc1nn(C)cc1/C=C1/CC2C3CC=C4CC(O)CCC4(C)C3CCC2(C)C1=O (stereo unspecified)	27	-3	-0.2	13	-2	12	-14	3	-2	5
24	CCC(C)NC(=O)c1c(N)n(CCCOC)c2nc3ccccc3nc12 (stereo unspecified)	5	10	1.5	4	3	35	-8	-1	12	9
25	Cc1cc(C=C2C(=O)N(C)C(=S)N(C)C2=O)c(C)n1C1CCCCC1	2	4	0.0	39	0	3	-7	-3	-4	6
26	C=CCn1c(O)c(/C=C/C=Nc2ccccc2)c(=O)[nH]c1=O	-1	2	-0.4	23	1	8	-12	3	21	-4
27	c1coc(CNCCc2c[nH]c3ccccc23)c1	0	-3	0.0	20	-4	-18	-6	10	-10	7
28	O=C(O)CSC(=S)N1CC2CC(C1)c1cccc(=O)n1C2 (stereo unspecified)	2	-5	1.3	8	0	12	-16	9	0	0
29	CC(Cc1ccccc1)NC(=O)c1ccc(N)cc1 (stereo unspecified)	-1	-2	2.2	23	25	-110	-167	-3	28	3
30	COc1ccc2c(c1)CC1(CN2C)C(=O)NC(=O)N(c2ccc(C)cc2)C1=O (stereo unspecified)	-1	0	0.4	12	-3	29	4	2	-14	0
31	COc1ccc2ccccc2c1CNCCc1ccccc1	6	4	-10	13	1	-9	-19	4	20	-1
32	COP(=O)(OC)/C(C=O)=N/Nc1ccc([N+](=O)[O-])cc1	1	0	0.1	17	3	-11	-3	3	-2	0
33	CCCCNC(=O)CN1C(=O)CN=C(c2ccccc2)c2ccccc21	18	-1	-0.5	1	-5	-6	-1	0	-14	7
34	Cc1cccn2c(=O)c3c(nc12)N1CCCCCC1C1(C3)C(=O)N(C)C(=O)N(C)C1=O (stereo unspecified)	13	1	0.6	3	2	7	-20	-3	4	0
35	Nc1ccncc1Cl	-5	2	0.2	-4	-2	7	-1	2	-2	4
36	CN(C)CCCN=Cc1c(O)n(Cc2ccco2)c(=O)[nH]c1=O	5	-2	-0.7	20	-2	1	-19	3	-2	5
37	CN1CC(C#N)C2(O)c3ccccc3CCC2C1 (stereo unspecified)	-2	-1	0.3	-11	-4	11	-21	3	-1	-5
38	CN1C(=O)NC(=O)/C(=C\C=C\c2ccccc2[N+](=O)[O-])C1=O	x	0	-0.2	19	-2	-37	-16	12	5	-2
39	Cc1ccc(/C=C2/C(=O)NC(=O)N(CC3CCCO3)C2=O)s1 (stereo unspecified)	-1	0	0.1	21	-4	3	5	-4	-10	3
40	CCc1ccc(CN2CCN(Cc3ccc(SC)cc3)CC2)cc1	6	13	-0.3	-10	-6	7	-41	11	-8	-1

Additional entries follow:
entry	SMILES	SKKanGAS inh	HSP90 inh	HIF activator	AI-2 QS mod	HSF1 inhib	aSyn 5UTR inh	KLF5 inhibitor	Platelet DG rel	HSF-1 act	IEC-6 tox
41	Cc1ccnc(-n2c(C)cc(/C=C3\C(=O)NC(=S)N(C)C3=O)c2C)c1	-1	3	0.3	32	-6	6	1	-8	-2	1
42	CCC1C(C#N)=C(N)Oc2c1c(=O)oc1ccccc21 (stereo unspecified)	-10	-3	1.9	25	-5	-5	-32	12	-7	-2
43	COC(=O)[C@@H]1C[C@H]1[C@@H](NP(=O)(c1ccccc1)c1ccccc1)c1ccccc1	3	3	0.8	12	26	-10	-13	6	28	2
44	CCN1CCN(Cc2ccc(C)cc2)CC1	-9	4	0.3	0	-3	0	2	-4	0	5
45	CCCNC(=O)c1c(N)n(CC2CCCO2)c2nc3ccccc3nc12 (stereo unspecified)	5	3	-0.1	-4	-3	3	-5	1	29	2
46	Cn1c(O)c(C(c2ccncc2)c2c(O)n(C)c(=S)n(C)c2=O)c(=O)n(C)c1=S	-2	2	0.1	18	3	-2	-20	-16	1	-6
47	CCOc1cc2[nH]c(=S)n(CCCC(=O)N3CCC4(CC3)OCCO4)c(=O)c2cc1OCC	1	-3	-0.1	33	4	4	17	-5	1	2
48	CCC(C)n1c(O)c(/C=N/N2CCOCC2)c(=O)[nH]c1=S (stereo unspecified)	1	1	-0.2	-11	-5	9	-49	-2	2	-5
49	Cc1ccc2c(c1)C1CN(C)CCC1N2C(=O)Cn1nnc(-c2ccccc2F)n1 (stereo unspecified)	0	-3	0.0	22	-3	-16	-18	2	-24	-3
50	Cc1ccc2c(c1)C1CN(C)CCC1N2C(=O)c1ccco1 (stereo unspecified)	7	-2	0.3	26	1	-12	-13	-1	28	5
51	COc1ccc(C(CC(=O)N2CCC3(CC2)OCCO3)NS(=O)(=O)c2ccc(OC)cc2)cc1 (stereo unspecified)	-1	-2	0.2	20	-12	5	-25	18	-4	-5
52	Cc1ccc[n+](CC(O)Cn2c3ccccc3c3ccccc32)c1 (stereo unspecified)	-6	4	-0.4	-12	4	-2	-9	-17	-6	-8
53	O=c1[nH]c(=S)n(CCC2=CCCCC2)c(O)c1C=NCCCn1ccnc1	0	4	-0.2	28	-6	-1	-47	3	-11	-4
54	O=C(O)CCn1cc(C=C2C(=O)NC(=O)NC2=O)c(-c2ccc(Br)cc2)n1	-8	6	0.1	10	-6	-5	-3	-4	-7	6
55	O=C(C(Cc1ccccc1)NS(=O)(=O)c1ccc(F)cc1)N1CCC2(CC1)OCCO2 (stereo unspecified)	-1	5	-0.1	26	1	18	-7	4	-15	11
56	N#CC1=C(N)Oc2c(c(=O)sc3ccccc23)C1c1ccncc1 (stereo unspecified)	-2	-3	0.4	3	-7	9	8	-2	15	3
57	O=[N+]([O-])c1ccc(N2CCCC2)c2ncccc12	-2	6	-0.3	-13	-7	32	0	12	-19	0
58	Cc1ccc(-n2c(O)c(/C=N/NC(=O)c3ccncc3)c(=O)[nH]c2=O)cc1C	3	0	0.1	4	1	1	26	5	-4	-8
59	CCn1cc(CN2CCCC(C(=O)c3cccc(OC)c3)C2)c(C)n1 (stereo unspecified)	4	5	0.0	14	-5	-4	-4	6	0	-2
60	CC(C)(C#CCCCCC#CC(C)(C)[N+](C)(C)C)[N+](C)(C)C	-3	-6	-0.3	3	-11	-1	1	14	-9	11

(list continues)
entry	SMILES	SKKanGAS inh	HSP90 inh	HIF activator	AI-2 QS mod	HSF1 inhib	aSyn 5UTR inh	KLF5 inhibitor	Platelet DG rel	HSF-1 act	IEC-6 tox
61	Cc1ccc(Cn2nc(C)c(C=O)c2Cl)cc1	2	-1	0.0	15	4	30	-8	-19	6	-5
62	CC(C)N1C(=O)CC2(CC[N+](C)(CCOC(=O)C(O)(c3ccccc3)c3ccccc3)CC2)C1=O (stereo unspecified)	-9	4	0.1	-5	-4	7	1	-13	-6	2
63	CCCCn1c(NS(=O)(=O)c2ccccc2)c(C(=O)OCC)c2nc3ccccc3nc21	23	18*	-44	22	2	-44	-24	-13	31	1
64	COCCCn1c(N)c(C(=O)OC(C)COC)c2nc3ccccc3nc21 (stereo unspecified)	4	13	-0.4	42	-10	10	-52	14	-16	-2
65	O=P(Oc1ccccc1)(Oc1ccccc1)C(Nc1ccccc1)c1ccccc1 (stereo unspecified)	21	-3	-1.3	13	9	-2	-39	-10	-5	4
66	CCC(=NCC1CCCO1)c1c(O)n(-c2ccccc2)c(=O)[nH]c1=O (stereo unspecified)	-2	4	-0.2	2	-16	10	14	16	-10	2
67	Cc1cccc(C(=O)NC(Oc2ccccc2)C(Cl)(Cl)Cl)c1 (stereo unspecified)	34	2	-0.2	11	4	13	12	0	9	3
68	COc1ccc(CN2CCCC(C(=O)c3sccc3C)C2)cc1O (stereo unspecified)	3	-2	0.0	22	6	-19	-9	4	-3	1

This is a subset, so the mix of outcomes need not match the whole.
